eIF4E 4G PPI: eIF4E–eIF4G protein interaction inhibitors, primary screen, biochemical, uHTS, TR-FRET, eIF4GI fragment. 0.37% of 220,000 active. inhibition, % at 21.7 µM. AID 782, 2007. TR-FRET eIF4E-eIF4GI(517-606) binding, 2 h;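 active = inhibition above about 30%, limit read from the data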;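 note: 0% = full FRET control wells and 100% = background wells lacking eIF4GI fragment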
Rad51 HR inh: human RAD51 strand exchange inhibitors, primary screen, biochemical, fluorescence | DNA repair protein RAD51 homolog 1 (Homo sapiens), Q06609 | hRad51 DNA strand exchange, fluorescence dequenching | inhibition, % at 10 µM | 0.085% of 200,000 active;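 active = inhibition above 40% at the single screening dose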;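 note: 0% = DMSO control wells and 100% = blanks with heterologous ssDNA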
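Test system: preformed human Rad51 ssDNA filaments. Compound dosing: single dose, 10 µM final compound. Incubation: filaments 15 min 37 °C, then compound 30 min. Technique: FRET fluorescence dequenching, excitation 485 nm, emission 520 nm. Read-out basis: percent inhibition from fluorescence, normalised to plate control and blank means. Benchmarks: plate controls and plate blanks.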
MDM2 E3 inh: MDM2-luciferase reporter signal enhancers, primary screen, MDM2 E3 ligase inhibitor project, cell-based, luminescence, 1536-well | cell-based MDM2 ubiquitination luciferase reporter, 2 h; 0 = plate control, 100 = twice control, blank-subtracted | signal enhancement, % at 5 µM | 0.11% of 210,000 active | AID 1230, 2008;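 active = signal enhancement of 30% or more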;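 note: luminescence tracks abundance of the self-degrading MDM2-luciferase fusion protein; higher signal means inhibition of MDM2 E3 ligase activity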
Target sequence (Q00987 whole entry, looked up, the tested form may be a part): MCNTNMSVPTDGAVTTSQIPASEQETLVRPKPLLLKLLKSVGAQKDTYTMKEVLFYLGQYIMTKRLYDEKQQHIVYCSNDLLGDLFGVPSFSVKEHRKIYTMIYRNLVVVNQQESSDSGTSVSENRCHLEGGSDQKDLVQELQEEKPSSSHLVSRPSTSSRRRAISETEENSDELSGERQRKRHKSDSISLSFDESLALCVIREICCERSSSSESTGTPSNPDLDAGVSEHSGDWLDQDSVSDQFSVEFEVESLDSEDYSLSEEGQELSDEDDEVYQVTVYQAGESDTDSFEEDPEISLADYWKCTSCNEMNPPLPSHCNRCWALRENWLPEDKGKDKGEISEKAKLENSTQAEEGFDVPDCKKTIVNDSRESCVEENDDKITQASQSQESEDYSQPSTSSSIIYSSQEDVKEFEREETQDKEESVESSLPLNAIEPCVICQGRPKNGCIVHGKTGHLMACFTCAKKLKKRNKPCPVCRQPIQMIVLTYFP
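Material: stable MDM2–luciferase fusion reporter cells / Quantity: 2000 cells/well / Dosing: single 5 µM compound dose, 0.2% final DMSO / Buffer or medium: DMEM / Schedule: 4 h cell settling then 2 h compound exposure, 37 °C / Detection: luminescence with SteadyLite reagent, 15 min at room temperature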
p97 ATPase inh: inhibitors of human p97 ATPase, primary screen, biochemical; inhibition, % at 8 µM; 0.42% of 220,000 active; Transitional endoplasmic reticulum ATPase (Homo sapiens), P55072; recombinant p97 ATPase, Kinase-Glo ATP luminescence, 3 h; in the data active = inhibition above about 15%;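 note: 0% = DMSO vehicle and 100% = wells lacking enzyme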
hK5 inh: human KLK5 protease inhibitors, primary screen, biochemical, 1536-well; Kallikrein-5 (Homo sapiens), Q9Y337; recombinant hK5, fluorogenic AMC substrate cleavage; inhibition, % at 5 µM; 0.59% of 210,000 active; AID 873, 2007;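 active = inhibition of 40% or more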;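 note: 0% = enzyme controls without compound and 100% = no-enzyme blanks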
Target sequence (Q9Y337 67-293 limits assumed): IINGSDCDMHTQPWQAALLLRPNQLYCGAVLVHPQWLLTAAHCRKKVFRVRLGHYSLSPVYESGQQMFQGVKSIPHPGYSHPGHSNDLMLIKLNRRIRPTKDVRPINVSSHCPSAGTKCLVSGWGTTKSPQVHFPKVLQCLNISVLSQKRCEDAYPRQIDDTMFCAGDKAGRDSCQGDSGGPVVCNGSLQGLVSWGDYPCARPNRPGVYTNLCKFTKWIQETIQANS
FXIIa inh 1536: human FXIIa protease inhibitors, primary screen, biochemical, 1536-well; inhibition, % at 5 µM; Coagulation factor XII (Homo sapiens), P00748; purified FXIIa, Boc-QGR-AMC fluorogenic substrate, 2 h; 0.3% of 220,000 active; in the data active = inhibition above about 40%;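 note: 0% = enzyme with no compound and 100% = blank without enzyme; many of its hits are not listed in these tables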
Wee1 degr inh: Wee1 degradation inhibitors, primary screen, cell-based, HeLa, Wee1K328M-luciferase, luminescence | Wee1-like protein kinase (Homo sapiens), P30291 | 1.2% of 220,000 active | reporter increase, % at 5 µM | HeLa Luc-Wee1K328M stability; 100% = proteasome inhibitor MG132 effect;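 active = activation above the mean of all tested compounds plus 3 SD, set per screening run, cut at about 8.8% in these data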;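 note: cells exposed to compound for 20 h before luminescence read; 0% = DMSO alone and 100% = MG132 at 30 µM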
FXIa inh: human FXIa protease inhibitors, primary screen, biochemical, 1536-well. Coagulation factor XI (Homo sapiens), P03951. 0.14% of 220,000 active. inhibition, % at 5 µM. AID 798, 2007. purified FXIa, Boc-Glu-Ala-Arg-AMC fluorogenic substrate;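 active = inhibition of at least 40%; inactive = inhibition below 40%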;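 note: fluorescence of freed AMC excited at 355 nm; 0% = enzyme without compound and 100% = no enzyme blank; many of its hits are not listed in these tables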
14-3-3 Bad PPI: inhibitors of 14-3-3 zeta/Bad binding, primary screen, biochemical, TR-FRET, bovine 14-3-3 zeta; AID 781, 2007; inhibition, % at 21.7 µM; TR-FRET 14-3-3zeta/Dy647-pBad peptide displacement, 1 h; 0.71% of 220,000 active;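 active = inhibition above about 70%, limit read from the data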;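 note: 0% = full 14-3-3 plus peptide FRET controls and 100% = background without 14-3-3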
Target sequence (P63103 whole entry, looked up): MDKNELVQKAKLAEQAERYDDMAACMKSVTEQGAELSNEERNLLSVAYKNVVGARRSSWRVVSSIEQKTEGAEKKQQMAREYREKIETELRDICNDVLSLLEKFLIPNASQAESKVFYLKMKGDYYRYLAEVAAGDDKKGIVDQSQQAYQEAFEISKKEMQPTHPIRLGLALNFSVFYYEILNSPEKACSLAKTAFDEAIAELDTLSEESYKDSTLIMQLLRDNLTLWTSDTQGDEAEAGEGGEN
Active calls of the source: *; x = no result given; [ ] = remark or other dose.

Values in the order: eIF4E 4G PPI, Rad51 HR inh, MDM2 E3 inh, p97 ATPase inh, hK5 inh, FXIIa inh 1536, Wee1 degr inh, FXIa inh, 14-3-3 Bad PPI
COC(=O)CNC(=O)CSc1nnc2cc(C)c3ccccc3n12
    3.9, 0.5, -0.3, 2.9, -0.1, x, 0.1, 4.7, 2.0
CC(=O)Nc1ccc(N(C)C)cc1[N+](=O)[O-]
    -3.8, -1.1, -2.0, 1.5, -4.5, 9.2, 1.7, -4.0, -7.5
CN(C)CCOC(=O)c1ccc2[nH]c3c(c2c1)CSCC3
    5.6, 1.2, -2.0, 6.3, 3.6, 5.2, -4.9, 1.7, 5.2
CC(=O)N(CN1C(=O)CCC1=O)c1cccc(Cl)c1
    -0.4[fluorescence artefact?], -1.0, -3.6, 6.6, 3.5, 8.4, -0.7, 8.7, 5.6[fluorescence artefact?]
COc1ccccc1N1CCN(Cc2cccc(OC)c2OC)CC1
    2.8, 0.3, 6.5, 1.4, -32.7, 2.3, 0.3, -11.0, 23.6
Cc1ccc(CCCOC(=O)C[N+]2(C)CCCCC2)cc1
    1.0, -24.1, 1.3, 2.0, -0.8, 8.5, 0.6, -6.1, -0.1
Cc1ccc(N2NC(=O)/C(=C/C=C/c3ccco3)C2=O)cc1C
    1.9, 7.5, -3.4, 4.2, 4.7, 20.9, 0.5, 1.0, -6.4
O=c1sc(Nc2ccccc2)nc2ccccc12
    -1.8, 1.7, 3.6, 4.7, -5.6, 1.1, -2.6, -6.7, -8.1
COc1cc2[nH]c(=S)n(CCCN3CCOCC3)c(=O)c2cc1OC
    14.3, 0.6, 1.6, 0.8, 3.7, 14.4, 0.2, 5.3, 3.0
COc1cccc(OCC(=O)Nc2ccccc2-c2ccccc2)c1
    -3.4, 11.2, -6.6, -1.3, 0.0, 4.5, -1.5, -3.7, -5.0
CCSc1nc2ccc(C)cc2cc1C#N
    3.0, x, -10.8, 3.2, -2.7, 1.0, -2.3, -2.0, 2.4
CN(C)C(=O)c1ccccc1-c1ccccc1
    3.7, -6.3, -10.6, 0.8, -0.4, 2.9, 2.0, -9.1, -4.3
CC(C)NC(=O)C1(c2ccccc2)CC1(Cl)Cl (configuration not stated)
    -1.0, -3.7, -4.0, 3.1, 0.5, 2.2, -1.6, 8.7, 1.9
COc1ccccc1/C=C/C1NC(=O)NC(C)=C1C(=O)OC(C)C (configuration not stated)
    -5.7, 2.5, 8.5, 3.1, -2.2, 5.4, -1.1, -4.5, -6.8
COc1ccc(NC(=S)NCCN2CCOCC2)cc1
    0.9, -5.5, 11.7, 7.5, -2.9, 3.4, -1.2, -3.6, -11.6
COc1ccc(-c2[nH]c(-c3ccc(C(=O)O)cc3)nc2-c2ccccc2)cc1
    0.9, 1.0, -4.0, 1.0, -26.6, -49.5, -0.2, -2.4, -8.9
CCOC(=O)C1=C(C)Nc2ccccc2N=C1NC(=O)Cc1ccc(OC)cc1
    -3.8, -2.3, -17.5, -4.5, -1.6, -7.9, -3.9, -16.6, -3.3
O=C(Nc1cccnc1)C1(c2ccccc2)CCCC1
    -8.1, -6.5, -11.6, -10.0, -7.3, 11.3, -1.7, -1.2, -2.7
Cc1cccc(NC(=O)CN2C(=O)N/C(=C/c3cc(C)n(-c4ccncc4)c3C)C2=O)c1
    5.6, -17.4, -26.6, 5.2, -9.8, 29.8, -0.3, 19.4, 23.9[fluorescence artefact?]
COc1cccc(CN(CC2CCCO2)S(=O)(=O)c2ccc(S(=O)(=O)N(C)C)cc2)c1 (configuration not stated)
    3.8, 0.1, -11.4, 14.7*, 1.5, 14.2, 3.5, 2.8, 4.1
CC(C)n1nc(C(=O)N2CCN(S(=O)(=O)c3cccs3)CC2)c2ccccc2c1=O
    0.8, 7.2, -8.5, -4.1, -7.4, 0.8, -3.0, -6.3, 0.3
Cc1cc(/C=N/NC(=O)c2c(Br)cnn2C)c(C)n1-c1cccc(Br)c1
    -1.9, x, -6.1, 0.6, 4.5, 13.8, 3.3, 5.7, -9.2
COc1cccc(CNC(=O)C2CCCN(c3nn4c(=O)cc(C)nc4s3)C2)c1 (configuration not stated)
    -1.1, -4.4, 6.4, 4.1, -9.3, 8.5, -2.2, 1.0, 6.8
COC(=O)[C@@H]1C[C@H]2CC[C@H](O)C[C@H]2N1Cc1ccc(N2CCN(C)CC2)cc1
    -3.1, -13.3, 5.3, x, 3.4, 7.4, x, 2.6, -3.4
C=CCN1CCN(C(c2ccccc2)c2nnnn2CCC(C)C)CC1 (configuration not stated)
    -1.8, 8.8, -18.6, -4.4, -6.5, 11.3, -1.0, 6.3, 55.4[fluorescence artefact?]
CCOc1cc(C2CC(=O)NC3=C2C(=O)C(C(=O)OC)C(C)C3)cc(Br)c1O (configuration not stated)
    -4.7, 1.6, -2.5, 5.4, 3.5, 0.7, 0.9, 0.3, -1.7
CCOc1ccccc1Nc1nc(N)nc(CN2CCCCC2C)n1 (configuration not stated)
    -1.9, 6.6, -0.5, -2.3, 1.7, 7.5, 0.9, -1.4, 1.5
O=C(N/N=C/c1cccc([N+](=O)[O-])c1)c1cc2ccccc2o1
    1.3, -8.2, -4.1, 1.6, -58.1, 5.4, -1.9, 3.2, 19.1[fluorescence artefact?]
Cc1ccc(C)c(NC(=O)C2CC(Cl)=CCC2C(=O)O)c1 (configuration not stated)
    1.6, 6.1, 1.0, -4.8, 9.3, -13.8, 0.4, 2.8, 6.3
Cc1cc(NC(=O)CSc2nnc(-c3ccc(O)cc3)o2)no1
    0.4, 9.5, -6.1, 4.0, -5.0, 2.6, -1.5, -6.6, -7.4

More compounds follow:
smiles	eIF4E 4G PPI	Rad51 HR inh	MDM2 E3 inh	p97 ATPase inh	hK5 inh	FXIIa inh 1536	Wee1 degr inh	FXIa inh	14-3-3 Bad PPI
Cc1ccc(/C(O)=C2/C(=O)C(=O)N(CCN3CCOCC3)C2c2cccs2)cc1 (configuration not stated)	-3.0	x	-14.8	0.4	19.0	31.8	2.5	-6.9	19.1
S=C1NC(c2ccccc2)=CC(c2ccccc2)N1 (configuration not stated)	-2.2	-1.2	-6.0	-1.9	-0.9	7.9	5.7	-3.2	0.0
Cc1ccc(NC(=O)C(c2ccc(Cl)cc2Cl)N2CCCC2)cc1 (configuration not stated)	2.9	0.1	-9.8	0.2	-4.5	8.8	-3.1	-7.4	-1.4[fluorescence artefact?]
CCN1C(=O)c2cccc3cccc1c23	3.3	3.6	-12.1	1.2	-1.6	0.2	0.6	-14.3	22.4[fluorescence artefact?]
O=C(CSc1nnc(CN2CCOCC2)n1-c1ccc(Cl)cc1)Nc1cc(Cl)ccc1O	4.3	-5.7	-7.8	-1.3	-0.3	-19.6	0.3	-14.1	-9.0
Cc1ccc2oc(C(=O)Nc3nnc(C)s3)c(C)c2c1	-1.0	6.6	-26.4	1.7	-18.2	-1.6	2.9	1.9	-11.6
Cc1nnc(SCC(=O)Nc2ccc(Cl)cn2)s1	5.9[fluorescence artefact?]	8.9	-8.7	1.9	-22.2	0.7	5.9	-3.0	-6.2
O=C(CN1CCCC1)Nc1ccc(Br)cc1	-2.1	7.7	-2.3	-0.4	2.2	8.5	-0.2	2.9	35.2
CC(=O)/C(=N/Nc1ccc(Br)cc1)Sc1cccc2cccnc12	-2.4	6.0	-9.6	13.7	2.0	8.2	0.6	3.0	5.1[fluorescence artefact?]
CCCCn1c(NCc2ccccn2)nc2ccccc21	1.1	-0.1	-9.7	-2.5	-10.2	15.0	1.6	-0.6	22.0
Cc1ccc(NC(=O)C2CC(=O)OC23CCOC(C)(C)C3)cc1 (configuration not stated)	-2.8[fluorescence artefact?]	-7.3	-2.4	6.2	-11.1	13.5	-3.5	4.1	-3.6[fluorescence artefact?]
COC(=O)COC(=O)c1ccc(O)cc1	1.2[fluorescence artefact?]	-2.1	5.3	0.5	-2.0	-0.8	-2.7	2.1	-2.9
Nc1nc(N2CCN(Cc3ccccc3)CC2)n[nH]1	2.6	-71.8	-10.3	0.9	-6.8	4.8	-3.0	-1.2	-9.6
CC(=O)c1cnc2cc(-c3ccc(C)cc3)nn2c1C	7.1	-1.5	-24.2	-9.1	-8.3	15.4	0.6	7.2	0.0[fluorescence artefact?]

Fetched by compound from the entries so far:
smiles	eIF4E 4G PPI	Rad51 HR inh	MDM2 E3 inh	p97 ATPase inh	hK5 inh	FXIIa inh 1536	Wee1 degr inh	FXIa inh	14-3-3 Bad PPI
COC(=O)COC(=O)c1ccc(O)cc1	1.2[fluorescence artefact?]	-2.1	5.3	0.5	-2.0	-0.8	-2.7	2.1	-2.9
CC(=O)/C(=N/Nc1ccc(Br)cc1)Sc1cccc2cccnc12	-2.4	6.0	-9.6	13.7	2.0	8.2	0.6	3.0	5.1[fluorescence artefact?]
O=C(CSc1nnc(CN2CCOCC2)n1-c1ccc(Cl)cc1)Nc1cc(Cl)ccc1O	4.3	-5.7	-7.8	-1.3	-0.3	-19.6	0.3	-14.1	-9.0
Cc1ccc2oc(C(=O)Nc3nnc(C)s3)c(C)c2c1	-1.0	6.6	-26.4	1.7	-18.2	-1.6	2.9	1.9	-11.6
Cc1ccc(/C(O)=C2/C(=O)C(=O)N(CCN3CCOCC3)C2c2cccs2)cc1 (configuration not stated)	-3.0	x	-14.8	0.4	19.0	31.8	2.5	-6.9	19.1
